PfGluPho inh: PfG6PD (Plasmodium falciparum) enzyme inhibition; PfGluPho enzyme, NADPH resazurin-diaphorase fluorescence; inhibition, % at 20 µM; 0.78% of 350,000 active; AID 504690;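 active = inhibition reaching at least a set limit at 20 µM in the primary screen, cut at about 59% in these data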;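 note: 0% = DMSO wells with substrate and 100% = DMSO wells lacking glucose-6-phosphate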
SENP7 block: inhibitors of human SENP7 protease | recombinant SENP7, Z-RLRGG-aminoluciferin luminescence, 40 min | inhibition, % at 5 µM | 1.5% of 330,000 active;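 active = inhibition above about 50% at the single test dose, limit read from the data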;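 note: plate controls were DMSO with enzyme for no effect and no enzyme buffer wells for full effect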
Apaf-1 inh: inhibitors of human Apaf-1 apoptosome; AID 489030; 0.71% of 330,000 active; reconstituted apoptosome caspase-3 activity, DEVD-Rh110 fluorescence; inhibition, % at 20 µM; active = inhibition of at least 40% at 20 µM;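 note: plate controls were DMSO wells for no effect and DEVD-CHO caspase inhibitor wells for full effect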
Target sequence (O14727 whole entry, looked up): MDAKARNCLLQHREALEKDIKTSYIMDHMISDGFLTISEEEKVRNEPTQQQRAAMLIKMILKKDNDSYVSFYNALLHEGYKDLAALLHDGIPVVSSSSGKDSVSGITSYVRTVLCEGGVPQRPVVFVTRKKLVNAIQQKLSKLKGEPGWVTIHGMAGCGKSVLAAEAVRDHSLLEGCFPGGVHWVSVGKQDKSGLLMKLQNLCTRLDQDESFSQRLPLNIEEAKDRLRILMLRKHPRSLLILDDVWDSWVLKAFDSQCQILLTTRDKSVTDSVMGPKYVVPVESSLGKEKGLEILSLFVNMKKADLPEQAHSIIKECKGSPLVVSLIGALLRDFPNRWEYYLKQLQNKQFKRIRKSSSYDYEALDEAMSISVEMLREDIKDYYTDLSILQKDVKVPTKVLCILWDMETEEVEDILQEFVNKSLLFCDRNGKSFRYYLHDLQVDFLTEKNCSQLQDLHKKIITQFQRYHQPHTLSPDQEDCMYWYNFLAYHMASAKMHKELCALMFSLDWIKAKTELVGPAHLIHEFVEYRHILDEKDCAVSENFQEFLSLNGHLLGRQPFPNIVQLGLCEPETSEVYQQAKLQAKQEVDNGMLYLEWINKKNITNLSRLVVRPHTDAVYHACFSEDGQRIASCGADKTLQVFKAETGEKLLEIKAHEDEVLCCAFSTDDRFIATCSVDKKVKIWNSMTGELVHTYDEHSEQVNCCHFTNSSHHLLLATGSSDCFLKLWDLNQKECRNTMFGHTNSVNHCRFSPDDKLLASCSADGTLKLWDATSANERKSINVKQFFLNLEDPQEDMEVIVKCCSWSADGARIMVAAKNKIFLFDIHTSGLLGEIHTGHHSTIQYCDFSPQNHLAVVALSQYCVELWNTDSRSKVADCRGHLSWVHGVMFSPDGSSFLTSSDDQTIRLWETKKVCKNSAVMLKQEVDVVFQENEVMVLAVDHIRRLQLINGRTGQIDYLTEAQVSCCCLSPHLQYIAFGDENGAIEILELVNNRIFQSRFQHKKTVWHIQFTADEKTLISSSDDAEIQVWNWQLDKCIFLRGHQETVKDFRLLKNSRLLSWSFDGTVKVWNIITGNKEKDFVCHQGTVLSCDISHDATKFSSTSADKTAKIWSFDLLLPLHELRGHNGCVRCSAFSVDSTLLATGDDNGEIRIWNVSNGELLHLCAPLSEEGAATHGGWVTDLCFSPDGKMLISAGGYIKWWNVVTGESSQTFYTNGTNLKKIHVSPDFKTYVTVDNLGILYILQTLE
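System: reconstituted apoptosome with Apaf-1, cytochrome c, caspase-9, procaspase-3, dATP; Signal: Rh110 fluorescence intensity; Schedule: 30 min compound preincubation, 50 min activation, room temperature; Reagent: cytochrome c trigger plus (Z-DEVD)2-Rh110 caspase-3 substrate.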
SENP8 block-1: SENP8 protease inhibition. purified SENP8, Z-RLRGG-aminoluciferin cleavage, luminescence. AID 2540. inhibition, % at 10 µM. Q96LD8. 1.2% of 330,000 active; in the data active = inhibition above about 50%
HKDC1 inh: HKDC1 (human) hexokinase inhibition. Q2TB90. recombinant HKDC1, G6PDH/diaphorase resazurin coupled fluorescence. inhibition, % at 20 µM. 0.16% of 340,000 active. AID 493160;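 active = inhibition above about 35% when tested at 20 µM, limit read from the data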;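 note: plate controls were DMSO wells with enzyme for no effect and DMSO wells lacking enzyme for full effect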
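Test system: recombinant HKDC1 (HK5) hexokinase enzyme, produced in-house; Amount: enzyme 5 µg/mL final; Buffer or medium: Tris pH 8.0 buffer with MgCl2, Tween-20, BSA, BME; Reagent: glucose and ATP substrates; Doses: 20 µM test compound, 1% DMSO; Incubation: 90 min reaction incubation at room temperature, dark; Detection: resorufin fluorescence at 613 nm.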
SENP6 block: inhibitors of human SENP6 protease; Q9GZR1; Recombinant SENP6 catalytic domain, aminoluciferin luminescence; inhibition, % at 10 µM; 1.8% of 330,000 active;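 active = inhibition above about 50% at the single tested dose, limit read from the data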;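 note: plate controls were DMSO wells with enzyme for no effect and DMSO wells lacking enzyme for full effect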
SENP1 inh: SENP1 (human) catalytic domain inhibition | recombinant SENP1 catalytic domain, CyPet-SUMO1-YPet FRET cleavage | inhibition, % at 10 µM | 0.21% of 360,000 active | AID 624204;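 active = inhibition at least 30% at 10 µM, raw YFP signal under a set limit, fluorescence ratio 0.5 to 1.5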;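 note: 0% = enzyme with DMSO and 100% = no enzyme wells; some results filed as inactive read as strong as hits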
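Compound: 10 µM single point, 0.5% DMSO; Test system: hSENP1 catalytic domain, recombinant; Timing: 50 min reaction at room temperature; Technique: FRET, CFP and YFP emission; Control set: no-enzyme wells low, DMSO-plus-enzyme wells high control.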
SENP8 block-2: SENP8 (human) protease inhibition; 0.64% of 360,000 active; Q96LD8; recombinant SENP8, Nedd8 substrate fluorescence; AID 602440; inhibition, % at 20 µM; in the data active = inhibition mostly above about 40%, no sharp cut-off; inactive = mostly below about 27%
* = called active by the depositor.

`COc1ccc(-c2noc(N3CCCC(C(=O)Nc4ccc(F)cc4F)C3)n2)cc1` (stereo not drawn) gave PfGluPho inh 21, SENP7 block 2, Apaf-1 inh -2, SENP8 block-1 -2, HKDC1 inh -1, SENP6 block -4, SENP1 inh 1 and SENP8 block-2 6.
`COc1ccccc1CNC(=O)CCC(=O)n1ncc2cc(C)ccc21` gave PfGluPho inh 4, SENP7 block 2, Apaf-1 inh 13, SENP8 block-1 -8, HKDC1 inh -3, SENP6 block -13, SENP1 inh -2 and SENP8 block-2 6.
For Cc1ccccc1-c1nnc(SCC(=O)N(C)C2CCS(=O)(=O)C2)n1C (stereo not drawn) the results were PfGluPho inh -18, SENP7 block -6, Apaf-1 inh -1, SENP8 block-1 1, HKDC1 inh -5, SENP6 block 11, SENP1 inh 1 and SENP8 block-2 15.
`Cn1c(SCc2nc3ccccc3s2)nnc1-c1ccc2c(c1)OCO2` gave PfGluPho inh 20, SENP7 block 5, Apaf-1 inh -8, SENP8 block-1 0, HKDC1 inh -7, SENP6 block 9, SENP1 inh -4 and SENP8 block-2 1.
`C=C(C)Cn1c(-c2ccc(OC)cc2)nc2ccccc21` gave PfGluPho inh 1, SENP7 block 3, Apaf-1 inh 9, SENP8 block-1 5, HKDC1 inh -3, SENP6 block -2, SENP1 inh 3 and SENP8 block-2 10.
For CCOC(=O)c1nc2sc3c(c2c(=O)n1C(C)C(=O)OCC)CCCC3 (stereo not drawn) the results were PfGluPho inh 10, SENP7 block -6, Apaf-1 inh 6, SENP8 block-1 -1, HKDC1 inh 0, SENP6 block 39, SENP1 inh -4 and SENP8 block-2 -425.
`O=C(NCCCN1CCOCC1)c1c(-c2ccccc2)sc2ccccc12` gave PfGluPho inh -9, SENP7 block 5, Apaf-1 inh -9, SENP8 block-1 -3, HKDC1 inh -1, SENP6 block -11, SENP1 inh 0 and SENP8 block-2 4.
Screening Cc1ccc(F)cc1NC(=O)c1cccc2nccnc12 returned PfGluPho inh -2, SENP7 block -2, Apaf-1 inh -25, SENP8 block-1 7, HKDC1 inh -11, SENP6 block 14, SENP1 inh 2 and SENP8 block-2 8.
For CN(C)S(=O)(=O)c1cccc(C(=O)Nc2ccccc2[N+](=O)[O-])c1 the results were PfGluPho inh -15, SENP7 block 2, Apaf-1 inh 0, SENP8 block-1 1, HKDC1 inh -1, SENP6 block 12, SENP1 inh 1 and SENP8 block-2 7.
For Cn1cc(C(C[N+](=O)[O-])c2ccccc2)c2ccccc21 (stereo not drawn) the results were PfGluPho inh -1, SENP7 block -7, Apaf-1 inh 17, SENP8 block-1 -6, HKDC1 inh 1, SENP6 block -5, SENP1 inh 0 and SENP8 block-2 27.
For COc1ccccc1NC(=O)c1cc2n(n1)C(C(F)(F)F)CC(c1ccc3c(c1)OCO3)N2 (stereo not drawn) the results were PfGluPho inh 15, SENP7 block -2, Apaf-1 inh 15, SENP8 block-1 -1, HKDC1 inh 3, SENP6 block -3, SENP1 inh 38* and SENP8 block-2 14.
Nc1nc(Cl)cc(N2CCCC2)n1 was read as PfGluPho inh 3, SENP7 block 11, Apaf-1 inh -9, SENP8 block-1 0, HKDC1 inh 5, SENP6 block 10, SENP1 inh 1 and SENP8 block-2 10.
`Cc1noc(/C=C/c2cccnc2)c1[N+](=O)[O-]` gave PfGluPho inh -4, SENP7 block -2, Apaf-1 inh 7, SENP8 block-1 2, HKDC1 inh -1, SENP6 block 9, SENP1 inh 1 and SENP8 block-2 10.
`COc1ccc(N(CC(=O)NCc2cccnc2)S(=O)(=O)c2ccc(C)c([N+](=O)[O-])c2)cc1` gave PfGluPho inh 3, SENP7 block 6, Apaf-1 inh 1, SENP8 block-1 7, HKDC1 inh -8, SENP6 block 3, SENP1 inh 2 and SENP8 block-2 8.
CCOC(=O)N1CCN(C(=O)COC(=O)c2oc3ccc(OC)cc3c2C)CC1 was read as PfGluPho inh 11, SENP7 block -1, Apaf-1 inh 0, SENP8 block-1 -3, HKDC1 inh -4, SENP6 block 2, SENP1 inh -3 and SENP8 block-2 -374.

Not a retest: entries from further up.
`COc1ccc(-c2noc(N3CCCC(C(=O)Nc4ccc(F)cc4F)C3)n2)cc1` (stereo not drawn) gave PfGluPho inh 21, SENP7 block 2, Apaf-1 inh -2, SENP8 block-1 -2, HKDC1 inh -1, SENP6 block -4, SENP1 inh 1 and SENP8 block-2 6.
`COc1ccccc1CNC(=O)CCC(=O)n1ncc2cc(C)ccc21` gave PfGluPho inh 4, SENP7 block 2, Apaf-1 inh 13, SENP8 block-1 -8, HKDC1 inh -3, SENP6 block -13, SENP1 inh -2 and SENP8 block-2 6.

Other structures
`Cc1ccc(OCC(=O)NC(=S)Nc2ccc(Br)c(C)n2)cc1` gave PfGluPho inh 0, SENP7 block 6, Apaf-1 inh -24, SENP8 block-1 -4, HKDC1 inh -10, SENP6 block -2, SENP1 inh 3 and SENP8 block-2 7.
For CCOC(=O)N1CCN(C(=O)c2ccc3nc4cc(Cl)ccc4c(=O)n3c2)CC1 the results were PfGluPho inh -12, SENP7 block -6, Apaf-1 inh 5, SENP8 block-1 -3, HKDC1 inh -5, SENP6 block -8, SENP1 inh -32 and SENP8 block-2 -274.
COc1cccc(CNc2nn[nH]n2)c1OC was read as PfGluPho inh -9, SENP7 block -5, Apaf-1 inh -11, SENP8 block-1 -6, HKDC1 inh -4, SENP6 block -8, SENP1 inh 1 and SENP8 block-2 21.
`c1ccc(OCCCCN2CCCCC2)cc1` gave PfGluPho inh -8, SENP7 block 0, Apaf-1 inh -18, SENP8 block-1 1, HKDC1 inh -4, SENP6 block 13, SENP1 inh 1 and SENP8 block-2 3.
O=C(c1cc(-c2cccs2)on1)N1CCc2ccccc2C1 was read as PfGluPho inh 4, SENP7 block 52*, Apaf-1 inh 12, SENP8 block-1 -8, HKDC1 inh 1, SENP6 block 3, SENP1 inh -2 and SENP8 block-2 14.
Screening Cc1cc(C)cc(OC(=O)COc2ccccc2C)c1 returned PfGluPho inh 3, SENP7 block -1, Apaf-1 inh 3, SENP8 block-1 -6, HKDC1 inh 2, SENP6 block -1, SENP1 inh 4 and SENP8 block-2 2.
Cc1cccc(NC(=O)C2CCN(S(=O)(=O)c3ccc4ccccc4c3)CC2)n1 was read as PfGluPho inh -1, SENP7 block 10, Apaf-1 inh 13, SENP8 block-1 -14, HKDC1 inh 0, SENP6 block -15, SENP1 inh 0 and SENP8 block-2 9.
CC(C)NC(=O)Cn1cnc2c(cnn2-c2ccc(F)cc2)c1=O was read as PfGluPho inh 3, SENP7 block -2, Apaf-1 inh -9, SENP8 block-1 2, HKDC1 inh -5, SENP6 block -24, SENP1 inh 0 and SENP8 block-2 4.
For COC(=O)c1cc(Cl)c(NC(=O)/C=C/c2ccc(OC)c(OC)c2)cc1OC the results were PfGluPho inh 2, SENP7 block 6, Apaf-1 inh 9, SENP8 block-1 0, HKDC1 inh 6, SENP6 block -4, SENP1 inh -1 and SENP8 block-2 -320.
COc1cc(OC)c(OC)cc1CNC(=O)c1ccc(S(=O)(=O)N2CCCCC2)cc1 was read as PfGluPho inh -4, SENP7 block -14, Apaf-1 inh 2, SENP8 block-1 -7, HKDC1 inh 2, SENP6 block -3, SENP1 inh -1 and SENP8 block-2 20.
For Cc1ccccc1NC(=O)c1cccc2nc3ccccc3nc12 the results were PfGluPho inh 14, SENP7 block 2, Apaf-1 inh 17, SENP8 block-1 1, HKDC1 inh 2, SENP6 block -5, SENP1 inh 1 and SENP8 block-2 26.
`CCS(=O)(=O)N1CCC(C(=O)NCCc2ccccc2)CC1` gave PfGluPho inh 0, SENP7 block 4, Apaf-1 inh -29, SENP8 block-1 -2, HKDC1 inh -20, SENP6 block -13, SENP1 inh 0 and SENP8 block-2 26.
COc1ccc(/C=C2\CCc3ccccc3C2=O)cc1Cn1nc(C)cc1C was read as PfGluPho inh 31, SENP7 block -1, Apaf-1 inh -21, SENP8 block-1 -15, HKDC1 inh 20, SENP6 block 5, SENP1 inh -3 and SENP8 block-2 -20.
`O=C(CCC(=O)c1ccc(Cl)cc1)NCc1ccccc1` gave PfGluPho inh -10, SENP7 block 5, Apaf-1 inh 3, SENP8 block-1 -3, HKDC1 inh -5, SENP6 block 2, SENP1 inh 0 and SENP8 block-2 5.
`Cc1sc2ncn(CC(=O)NCCCOC(C)C)c(=O)c2c1S(=O)(=O)N1CCN(c2ncccn2)CC1` gave PfGluPho inh -9, SENP7 block -2, Apaf-1 inh 3, SENP8 block-1 -1, HKDC1 inh 0, SENP6 block -13, SENP1 inh 0 and SENP8 block-2 -21.

Of the compounds above, 2 contain an aryl thioether with sulfur outside any ring.
For Cc1ccccc1-c1nnc(SCC(=O)N(C)C2CCS(=O)(=O)C2)n1C (stereo not drawn) the results were PfGluPho inh -18, SENP7 block -6, Apaf-1 inh -1, SENP8 block-1 1, HKDC1 inh -5, SENP6 block 11, SENP1 inh 1 and SENP8 block-2 15.
`Cn1c(SCc2nc3ccccc3s2)nnc1-c1ccc2c(c1)OCO2` gave PfGluPho inh 20, SENP7 block 5, Apaf-1 inh -8, SENP8 block-1 0, HKDC1 inh -7, SENP6 block 9, SENP1 inh -4 and SENP8 block-2 1.

Later entries:
For COc1ccc(C2=NNC(c3ccco3)=Nc3ccc(F)cc32)cc1 the results were PfGluPho inh -11, SENP7 block -7, Apaf-1 inh 16, SENP8 block-1 -12, HKDC1 inh -6, SENP6 block -6, SENP1 inh 5 and SENP8 block-2 -26.
Cc1cccc(NC(=S)N/N=C2\CC(C)(C)Oc3ccc(O)cc32)c1 was read as PfGluPho inh 20, SENP7 block 1, Apaf-1 inh 14, SENP8 block-1 2, HKDC1 inh -22, SENP6 block -2, SENP1 inh -12 and SENP8 block-2 -400.
For Cc1ccc(NC(=O)C[n+]2cc(-c3ccc(C)cc3)n3c2CCC3)cc1 the results were PfGluPho inh -4, SENP7 block 7, Apaf-1 inh -15, SENP8 block-1 -2, HKDC1 inh -4, SENP6 block -15, SENP1 inh 3 and SENP8 block-2 34.
`CCC(=O)Nc1ccc(S(=O)(=O)Nc2ccc(Cl)nn2)cc1` gave PfGluPho inh -17, SENP7 block -1, Apaf-1 inh -11, SENP8 block-1 3, HKDC1 inh 5, SENP6 block -2, SENP1 inh -4 and SENP8 block-2 2.
Screening O=C1CCC(C(=O)N2CCCCCCC2)CN1Cc1cccc(C(F)(F)F)c1 (stereo not drawn) returned PfGluPho inh 3, SENP7 block 10, Apaf-1 inh 7, SENP8 block-1 -10, HKDC1 inh -4, SENP6 block -3, SENP1 inh 1 and SENP8 block-2 -1.
For CCN(C[C@H]1N[C@@](Cc2ccccc2)(C(=O)OC)[C@H]2C(=O)N(C)C(=O)[C@@H]12)C(=O)Nc1ccc(F)cc1 the results were PfGluPho inh -3, SENP7 block -2, Apaf-1 inh 10, SENP8 block-1 -11, HKDC1 inh -4, SENP6 block -16, SENP1 inh 1 and SENP8 block-2 10.
`CC(C)COc1cccc(C(=O)Nc2ccc(S(=O)(=O)N3CCOCC3)cc2)c1` gave PfGluPho inh 15, SENP7 block -12, Apaf-1 inh 10, SENP8 block-1 -15, HKDC1 inh 2, SENP6 block -9, SENP1 inh 0 and SENP8 block-2 7.
Screening COc1ccc(NS(=O)(=O)c2cccc(C(=O)NNC(=O)c3ccc(Br)o3)c2)cc1 returned PfGluPho inh -10, SENP7 block 0, Apaf-1 inh 4, SENP8 block-1 13, HKDC1 inh -3, SENP6 block -8, SENP1 inh 2 and SENP8 block-2 14.

From PubChem BioAssay
